# RBX1-CUL1 inh – inhibitors of human ROC1-CUL1 ubiquitin ligase activity | in vitro K48 di-Ub FRET, acceptor:donor ratio, 45 min | actives 0.6% (n = 140,000) | AID 1347404, 2020 | inhibition, % at 10 µM | E3 ubiquitin-protein ligase RBX1 (Homo sapiens) + Cullin-1 (Homo sapiens), P62877+Q13616; in the data active = inhibition above about 25%
# Target sequence (P62877 whole entry, looked up): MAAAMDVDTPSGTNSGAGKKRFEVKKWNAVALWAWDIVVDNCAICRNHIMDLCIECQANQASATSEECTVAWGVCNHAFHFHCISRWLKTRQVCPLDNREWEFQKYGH
# Target sequence (Q13616 whole entry, looked up): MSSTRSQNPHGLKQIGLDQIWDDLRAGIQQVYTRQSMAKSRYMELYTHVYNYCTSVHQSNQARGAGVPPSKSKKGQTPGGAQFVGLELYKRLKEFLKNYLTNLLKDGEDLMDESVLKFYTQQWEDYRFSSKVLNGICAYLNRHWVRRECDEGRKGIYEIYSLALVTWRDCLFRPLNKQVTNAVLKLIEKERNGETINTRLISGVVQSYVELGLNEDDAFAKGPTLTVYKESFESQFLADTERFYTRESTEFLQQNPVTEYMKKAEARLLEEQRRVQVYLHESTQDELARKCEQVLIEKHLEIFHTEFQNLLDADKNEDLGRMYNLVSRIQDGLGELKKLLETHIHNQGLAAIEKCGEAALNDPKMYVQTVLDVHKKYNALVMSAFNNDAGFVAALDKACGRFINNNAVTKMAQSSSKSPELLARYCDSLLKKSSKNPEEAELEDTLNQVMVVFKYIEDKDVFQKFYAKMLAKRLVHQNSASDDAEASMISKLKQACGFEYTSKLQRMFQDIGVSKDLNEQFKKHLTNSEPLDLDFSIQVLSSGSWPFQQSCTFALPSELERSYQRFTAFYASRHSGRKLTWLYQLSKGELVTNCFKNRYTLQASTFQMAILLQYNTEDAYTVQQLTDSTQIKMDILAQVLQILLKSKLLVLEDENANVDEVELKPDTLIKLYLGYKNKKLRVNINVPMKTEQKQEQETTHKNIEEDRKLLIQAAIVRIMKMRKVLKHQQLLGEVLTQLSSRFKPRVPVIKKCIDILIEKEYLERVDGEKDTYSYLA
# An asterisk follows results filed as active. Not all compounds are listed (hit frequency here may not be typical).
SMILES,RBX1-CUL1 inh
C=CCN1C(=O)/C(=C/c2ccc(-c3ccc(C(=O)O)cc3)o2)SC1=S,5.2
COc1ccc(S(=O)(=O)N(CC(=O)NCCSCc2ccco2)c2ccc(C)cc2)cc1Br,1.6
COc1ccccc1-c1nc(CNC(=O)NC2CCCCC2)c(C)o1,-6.5
Cc1cc(C)nc(NC(=O)/C=C/c2ccc(Cl)c(Cl)c2)c1,-1.9
CS(=O)(=O)N(CC(=O)NCCSCc1cccc(Cl)c1)c1ccc(F)cc1,7.0
COC(=O)c1sccc1NC(=O)CSc1nccn1C,2.9
Cc1ccccc1-n1c(=O)c2c3c(sc2n2c(SCC(N)=O)nnc12)CCCC3,-1.2
Cn1cc(CN(Cc2ccncc2)C[C@@H]2CCC(=O)N2)c(-c2cccc(Cl)c2)n1,-3.9
Cc1c(/C=C2\C(=O)NC(=S)N(c3ccccc3F)C2=O)c2ccccc2n1Cc1ccccc1,1.8
COc1ccccc1C1CN(CC(=O)NCc2cccc(F)c2F)Cc2ccccc2O1 (configuration not stated),4.7
CCOc1ccc(N2C(=O)C3ON(c4ccccc4C)C(c4ccc(N(C)C)cc4)C3C2=O)cc1 (configuration not stated),1.9
CN1CCN(C2OC(=O)c3ccccc32)CC1 (configuration not stated),-2.7

# Part of the list above, reformatted:
structure	RBX1-CUL1 inh
Cc1cc(C)nc(NC(=O)/C=C/c2ccc(Cl)c(Cl)c2)c1	-1.9
CS(=O)(=O)N(CC(=O)NCCSCc1cccc(Cl)c1)c1ccc(F)cc1	7.0
COC(=O)c1sccc1NC(=O)CSc1nccn1C	2.9

# Following part:
SMILES,RBX1-CUL1 inh
O=C(CSc1nc2ccccc2n1Cc1ccc(Cl)cc1)N/N=C/c1ccccc1C(=O)O,0.1
O=C(N1CCOCC1)N1CCc2[nH]nc(CC3CCCCC3)c2C1,6.1
COc1ccccc1NC(=O)CSc1nnc2c3ccccc3n(C(C)C)c2n1,1.2
CCOCC(=O)N=C1C(=O)N(c2ccccc2)N(C)C1C (configuration not stated),-2.2
Cc1ccc(-n2c(C)cc(CC3=NC(=O)N(c4cccc(Cl)c4)C3=O)c2C)nc1,-7.5
O=C(CSc1nc2ccccc2n1Cc1ccccc1Cl)NCc1ccccc1,8.4
Cc1nc2c(O)c(-c3ccccc3)ccc2n1C,0.2
COc1ccc(-c2nn(-c3ccc(F)cc3F)c3c2cnc2ccc(F)cc23)cc1,-7.1
COc1cccc2sc(N(Cc3cccnc3)C(=O)Cc3ccccc3)nc12,-3.8
O=C(CCN1CCN(c2ccc(Cl)cc2)CC1)Nc1ccc(OC(F)(F)Cl)cc1,-1.9
CC(C)Cc1nc2cc(N)ccc2n1CCO,-4.0
C#CC(C)(C)OCC(O)CN1C(C)(C)CCCC1(C)C (configuration not stated),-9.6

# Rewritten as labelled records: part of the list above
> O=C(N1CCOCC1)N1CCc2[nH]nc(CC3CCCCC3)c2C1
  RBX1-CUL1 inh = 6.1
> COc1ccccc1NC(=O)CSc1nnc2c3ccccc3n(C(C)C)c2n1
  RBX1-CUL1 inh = 1.2
> CCOCC(=O)N=C1C(=O)N(c2ccccc2)N(C)C1C (configuration not stated)
  RBX1-CUL1 inh = -2.2
> Cc1ccc(-n2c(C)cc(CC3=NC(=O)N(c4cccc(Cl)c4)C3=O)c2C)nc1
  RBX1-CUL1 inh = -7.5

# The list continues:
SMILES,RBX1-CUL1 inh
CCOc1ccccc1CNn1cnnc1,5.2
NC(=O)c1ccc(NC(=O)Nc2cccc(Cl)c2)cc1,-1.9
Cc1ccc(OCCNC(C)C)cc1,-10.6
CCCCC(CC)CNC(=O)C1CC=CCC1C(=O)O (configuration not stated),2.7
COc1cc(CN2CCOC(Cc3ccccc3)C2)cc2c1OCO2 (configuration not stated),3.5
CCOC(=O)c1cc(-c2ccccc2)n(CCCC(=O)Nc2ccc(C)cc2C)c1C,4.4
Nc1nnc(SCc2c(F)cccc2F)s1,-0.3
O=c1c2c3c(sc2[nH]c(=S)n1Cc1ccccc1)CCC3,-5.1
O=C1N=C(c2ccccc2)C[n+]2ccccc21,4.6
Cc1nc(N2CCN(C)CC2)[nH]c(=O)c1Cc1ccccc1Cl,-10.5
Cc1cc(CNc2nccc(-c3cnn(C)c3)n2)c(C(F)(F)F)o1,3.9
CCC(=O)N1CCN(S(=O)(=O)c2ccc(OC)c(OC)c2)CC1,0.0
COc1ccc(Cc2nnc(NC(=O)CC(c3ccccc3)c3ccccc3)s2)cc1OC,3.0
COC(=O)c1ccc(Cn2c(SCc3ccccc3F)nc3ccncc32)cc1,-0.9
CCC(=O)N1CCc2cc(Br)cc(S(=O)(=O)NCCc3ccccc3)c21,-8.1
O=C(c1ccc(N2CCC(NCc3cnc4ccccn34)CC2)cc1)N1CCc2ccccc2C1,-6.5
Cc1cc(C)n(/N=C\c2ccc(O)cc2O)c(=O)c1C#N,10.2
COC(=O)C1=C(C(=O)OC)SC(=C2C(=S)C(C)(C)N(C(=O)CN3C(=O)CCC3=O)c3ccccc32)S1,-0.7
CCOCCCNC1CCN(c2ccc(NC(=O)CCCCc3ccccc3)cc2)CC1,1.3
O=C(C1CC1)N1CCN(S(=O)(=O)c2ccc(F)cc2)CC1,5.2
Cc1nc(SCC(=O)N2CCN(c3ccccc3)CC2)[nH]c(=O)c1C,-11.2
O=C(NC1CCCCC1)N1CCC(n2cc(CN3CC[C@@H](O)C3)nn2)CC1,-6.8
COc1ccc2c(c1)C(O)(C(F)(F)F)C(=O)O2 (configuration not stated),-2.8
O=C(Nc1ccc(S(=O)(=O)NCCc2ccccc2)cc1)C1CCCO1 (configuration not stated),-4.5
COc1ccc(/C=C(\C#N)c2nc(-c3cc(Cl)ccc3OC)cs2)cc1,-8.5
CCc1ccc(NS(=O)(=O)c2[nH]ncc2C(=O)OC)cc1,5.8
CCOc1ccc(C(=O)c2oc3ccccc3c2NC(=O)c2cc(=O)c3ccc(C)cc3o2)cc1,-3.2
C=CCc1cc(/C=C2\SC(=Nc3ccc(OC)cc3)NC2=O)cc(OCC)c1O,4.6
Cc1nn(CC(=O)Nc2ccccc2F)c(=O)c2c(C)n(-c3ccc(Cl)cc3)nc12,-6.8
Cc1ccc(-c2n[nH]c(=S)n2/N=C/C=C/c2ccco2)cc1,6.4
CC1CCN(C(=O)Cn2cc(SCC(=O)NCc3ccccc3Cl)c3ccccc32)CC1,5.2
COc1ccc(/C=C\C(=O)NC2CC(=O)N(c3ccc(F)cc3)C2)cc1OC (configuration not stated),-11.3
CCNC(=O)c1ccc(OC)c(S(=O)(=O)N(C)C)c1,-1.0
Cc1ccc(Cl)cc1NC(=O)C1CCC(CNS(=O)(=O)c2cccc3nsnc23)CC1 (configuration not stated),0.3
COc1cc(OC)c(/C=N\NC(=O)c2cc3cc(Br)ccc3o2)c(OC)c1,6.4
COc1ccccc1NC(=O)Cc1c(OC)ccc2cc(Br)ccc12,0.6
CCOC(=O)c1ccc(NC(=O)Cc2noc3ccc(C)cc23)cc1,5.0
Cc1c(NS(C)(=O)=O)cccc1C(=O)Nc1ccc(F)cc1F,-1.8
O=C(c1cnon1)N1CCC(C2CCN(CCc3ccccc3)CC2)C1 (configuration not stated),1.0
Cc1ccc(Cn2c(=O)n(Cc3ccccc3)c(=O)c3oc4ccccc4c32)cc1,-1.3
CCC(=O)Nc1cc(Cl)ccc1C,2.3
CC1(C)OC2C(CO)OC(NC(=O)CNC(=O)c3ccccc3)C2O1 (configuration not stated),5.3
Cc1ncsc1CCC(=O)N1CCC2(CCCN(CC3CC3)C2)C1 (configuration not stated),0.0
CCc1noc(C)c1C(=O)Nc1ccc(F)cc1F,0.7
CC(C)CCNC(=O)c1cnc2sc(N3CCCCC3)nn2c1=O,-3.2
CC(C)c1ccc(Nc2c(-c3ccc(N4CCOCC4)cc3)nc3ncccn23)cc1,8.8
Clc1cc(Cl)c2[nH]c3c(c2c1)CCc1nonc1-3,2.6
O=S(=O)(NCC(c1ccccc1)N1CCc2ccccc21)c1ccccc1 (configuration not stated),-11.0
CCOC(=O)C1=C(C)OC(=N)C(C#N)C1c1ccc(Br)s1 (configuration not stated),-9.7
COc1cccc(NC(=O)CCc2nc(-c3cc(OC)c(OC)c(OC)c3)no2)c1,-0.1
CCOc1ccc(N(c2nc(-c3ccc(OC)c(OC)c3)no2)c2nc(-c3ccc(OC)c(OC)c3)no2)cc1,0.2
Cc1c(C(=O)Nc2cccc(C(F)(F)F)c2)sc2nc3n(c(=O)c12)CCCC3,8.9
C=C(C)Cn1c(=O)c2c(nc3oc(C)cn32)n(C)c1=O,-2.8
CC(C)(C)c1ccc(C(=O)Oc2ccc3c(-c4ccccc4C(=O)O)c4ccc(=O)cc-4oc3c2)cc1,33.4*
CC(C)(C)C1CCc2c(sc3c2C(=O)NC(c2ccc([N+](=O)[O-])cc2)N3)C1 (configuration not stated),-0.3
CCOC(=O)N1CCc2c(sc3c2c(=O)n(-c2ccccc2)c(=O)n3CC(=O)Nc2ccc(OC)cc2OC)C1,-1.9
O=C(NCc1cccnc1)C1CCN(C2CCN(C(=O)Cc3cccnc3)CC2)CC1,-0.1
CC(=O)Nc1cc(C)ccc1[N+](=O)[O-],-2.3
CN(C)CCO/N=C1\CCCOc2cc(Cl)ccc21,-6.6
CCN(CC)C(=O)c1c(-c2ccccc2)csc1NC(C)=O,9.1

# Next compounds
SMILES,RBX1-CUL1 inh
CCO[C@H]1[C@H](NC(=O)c2ccco2)c2ccccc2C12CCN(Cc1c(C)nn(C(C)C)c1C)CC2,-5.3
CCCCS(=O)(=O)Nc1cccc(C(=O)OC)c1,-4.6
O=C1c2ccccc2C(=O)c2cc(S(=O)(=O)Nc3nc(-c4ccccc4)cs3)ccc21,-2.0
Cc1cccc(CS(=O)(=O)NCc2ccncc2)c1,14.5
COc1ccc(S(=O)(=O)N2CCN(c3nc(C4CCCC4)nc4cc(OC)c(OC)cc34)CC2)cc1OC,0.6
O=C(NC1CCS(=O)(=O)C1)c1cccc(S(=O)(=O)N2CCOCC2)c1 (configuration not stated),-1.2
CC1=NC(=S)NC(c2ccccc2)C1C(=O)Nc1cccc(C)c1C (configuration not stated),0.9
O=C(Nc1cccc(F)c1)C1CC12CCN(C(=O)Cc1ccc(-c3ccccc3)cc1)CC2 (configuration not stated),1.8
Cc1cc(C)cc(-n2ccnc(NCCc3ccccc3)c2=O)c1,-0.5
CC(C)Oc1cccc(NC(=O)NC2CCCCC2)c1,-6.2
COc1cnn(-c2ccccc2)c(=O)c1SCc1ccc(Cl)cc1Cl,1.8
CCn1c(SCC(=O)Nc2cccc(Cl)c2C)nnc1-c1ccccc1,-7.9
CCCCc1ccc(-c2cc(C(=O)N3CCN(C)CC3)c3cc(Br)ccc3n2)cc1,-4.0
COc1ccc(C2(CC(=O)N3CCC(Sc4ccc(F)cc4)CC3)CC(=O)N(C3CC3)C2=O)cc1 (configuration not stated),-3.1
Cc1ccccc1-c1noc(-c2ccc(N3CCCC3)c([N+](=O)[O-])c2)n1,1.9
Cc1sc(C)c(-c2c(C)sc(C)c2C(=O)O)c1C(=O)O,-3.5
Cc1ccccc1Oc1ccc(S(=O)(=O)N2CCN(Cc3ccc4c(c3)OCO4)CC2)cc1,5.7
COC(=O)CN1C(=O)S/C(=C/c2ccc(OCC(=O)Nc3ccc(F)cc3)c(OC)c2)C1=O,7.6
Clc1ccc(CSc2nc3ccccc3o2)cc1,-1.1
COc1ccc(C2=CSC3=NN=C(c4ccccc4)CN23)cc1OC,6.6
COc1cccc(CC(C2CCN(C(=O)C3CC=CCC3)CC2)N(C)C(=O)c2ccsc2)c1 (configuration not stated),5.1
CCc1ccc(C2(c3ccc(CC)cc3)SC3(SC(C(C)=O)=NN3c3ccc([N+](=O)[O-])cc3)c3ccccc32)cc1 (configuration not stated),-2.6
Fc1cccc(-c2n[nH]c(=S)n2-c2ccccc2)c1,3.4
CCCCNC(=O)c1cc(-c2ccc(C)o2)nc2ccccc12,5.2

# A second format for 2 compounds above.
Molecule	RBX1-CUL1 inh
Cc1ccccc1Oc1ccc(S(=O)(=O)N2CCN(Cc3ccc4c(c3)OCO4)CC2)cc1	5.7
CCCCc1ccc(-c2cc(C(=O)N3CCN(C)CC3)c3cc(Br)ccc3n2)cc1	-4.0

# Carrying on:
SMILES,RBX1-CUL1 inh
O=C(CCCCC(=O)Nc1ccc(Nc2ccccc2)cc1)Nc1ccc(Nc2ccccc2)cc1,-4.2
Cc1cc(C(=O)Nc2ccc(Cl)cc2Cl)c(C)o1,4.1
COc1cccc(C(=O)COC(=O)c2n[nH]c(=O)c3ccccc23)c1,-8.2
CN(CC1CCCN(CCc2ccccc2F)C1)C(=O)c1csnn1 (configuration not stated),-5.0
CNCc1cn(C2CCN(C(=O)c3ccc4ncccc4c3)CC2)nn1,7.5
Cc1ccc(Cl)c2sc(NC(=O)c3ccc(S(=O)(=O)N4CCCC4)cc3)nc12,-2.7
CC1CCc2c(sc3nnn(CC(=O)Nc4cccc(C(F)(F)F)c4)c(=O)c23)C1 (configuration not stated),-1.7
O=C(Nc1ccc(C(=O)OCc2cc(=O)n3c4c(sc3n2)CCCC4)cc1)c1ccc(F)cc1,1.0
O=C(Nc1nnc(SCc2ccccc2F)s1)c1ccc([N+](=O)[O-])cc1,3.2
COc1ccc(NS(=O)(=O)c2ccc(OCC(=O)NC3CCCCCC3)cc2)cc1,9.4
CC1(C)CN(CO)c2nnc(-c3cnccn3)n2C1,4.0
CC(C)C(=O)Nc1ccc(N2CCN(C(=O)c3cccs3)CC2)c(Cl)c1,-1.3
CC1CC(=O)c2cnc(N3CCN(C(=O)c4ccco4)CC3)nc2C1 (configuration not stated),-5.1
O=C(Nc1ccc2c(c1)CN(C(=O)C1CCOC1)CC2)c1ccccc1Cl (configuration not stated),-1.1
CC1CCN(CC(=O)n2c3ccccc3c3ccccc32)CC1,3.0
COc1ccccc1C(=O)c1c(N)c(-c2nc(-c3ccccc3)cs2)c2ccccn12,-6.0
C=CCOc1cccc(CNCCCN2CCOCC2)c1,-3.2
COCC1CCCN(C(=O)c2coc(COc3cccc(C(F)(F)F)c3)n2)C1 (configuration not stated),0.4

# Compound activity deposited in PubChem BioAssay by Icahn School of Medicine at Mount Sinai.
